proCasp3 act = activators of human procaspase-3 D3A mutant, primary screen, biochemical, absorbance, PC-3 D3A mutant, single concentration; activation, % at 8.5 µM; AID 463141, 2010; 330,000 tested, 0.11% active; recombinant procaspase-3 D3A, Ac-DEVD-pNA absorbance 405 nm;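 active = activation above the mean of all tested compounds plus 3 SD, cut at about 21% in these data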;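 also: 0% = DMSO alone and 100% = DMSO wells spiked with extra 5 µM PC-3 D3A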
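Test system: Procaspase-3 D3A mutant; medium: Zinc-free HEPES/NaCl buffer with 0.01% Triton X-100 at pH 7.4; reagent: DEVD-pNA substrate; doses: one concentration, 8.5 µM nominal, 0.8% DMSO; times: 1 h preincubation plus 2 h reaction at 25 °C; signal: Epi-absorbance at 405 nm of released p-nitroaniline, 0 and 120 min; replicates: singlicate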
HCV core dimer = inhibitors of HCV core protein dimerization, primary screen, biochemical, TR-FRET, high-throughput; TR-FRET GST/Flag-core106 dimerization, 1536-well; inhibition, % at 5 µM; AID 1899, 2009; 300,000 tested, 0.33% active;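 active = inhibition above the mean of all tested compounds plus 3 SD, set per screening campaign, cut at about 45% in these data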
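Assay system: Tagged HCV core106 pair (GST and Flag) | Buffer or medium: KF-containing HEPES buffer, pH 7.45, DTT, CHAPS, BSA | Also added: Eu donor and XL665 acceptor anti-tag antibodies | Dosing: One concentration, 5 µM, in 0.5% DMSO | Timing: 4 h at 22.5 °C | Technique: TR-FRET 671 and 617 nm emission | Repeats: Singlicate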
Fh CTSL1 inh = Fasciola hepatica cathepsin L1 inhibitors, primary screen, counter-screen for PFM18AAP inhibitor project, biochemical, QFRET, fluorogenic peptide substrate | recombinant F. hepatica cathepsin L1, Z-Leu-Arg-MCA fluorescence | inhibition, % at 5.96 µM | 300,000 tested, 0.49% active | AID 1906, 2009;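 active = inhibition above the mean of all tested compounds plus 3 SD, set per screening campaign, cut at about 17% in these data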;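 also: 0% = plate median of test compound wells and 100% = 1 µM Z-Phe-Ala-diazomethylketone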
procasp7 counter = procaspase-7 activators, primary screen, counter-screen for procaspase-3 activator project, biochemical, absorbance, HTS, human. activation, % at 8.5 µM. recombinant procaspase-7, Ac-DEVD-pNA absorbance 405 nm; D23A/D198A/D206A triple mutant, cannot self-cleave; scale: DMSO 0, 5 µM enzyme 100. Caspase-7 (Homo sapiens), P55210. AID 463210, 2010. 330,000 tested, 0.093% active;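 active = percent activation above the screen-wide mean plus 3 SD, cut at about 25% in these data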
Target sequence (P55210 whole entry D23A/D198A/D206A): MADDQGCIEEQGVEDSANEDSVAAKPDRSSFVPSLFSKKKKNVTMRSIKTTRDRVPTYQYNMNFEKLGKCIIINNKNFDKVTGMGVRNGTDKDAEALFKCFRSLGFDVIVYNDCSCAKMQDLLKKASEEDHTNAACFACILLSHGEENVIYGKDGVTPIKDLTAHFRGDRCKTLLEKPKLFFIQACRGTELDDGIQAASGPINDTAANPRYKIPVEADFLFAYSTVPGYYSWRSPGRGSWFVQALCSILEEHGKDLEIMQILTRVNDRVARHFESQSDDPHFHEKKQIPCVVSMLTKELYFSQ
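System: Procaspase-7 triple mutant (PC-7 D3A); measure: % activation from two-timepoint absorbance difference, scaled to controls; times: 1 h compound preincubation, 2 h substrate cleavage, 25 °C; also added: Ac-DEVD-pNA substrate, 400 µM as added; measured by: Epi-absorbance of released pNA at 405 nm, two timepoints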
GASC-1 inh = inhibitors of GASC-1 histone demethylase, primary screen, biochemical, fluorescence, DELFIA europium; inhibition, % at 2.35 µM; 330,000 tested, 0.069% active; AID 2099, 2009; GST-JMJD2C(1-420) H3K9me3 demethylation;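 active = more than half of a compound's replicate wells show inhibition beyond 50%, single wells judged on their own value; inconclusive = some, but no more than half, of replicates pass 50% inhibition; inactive = no replicate passes 50% inhibition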;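 also: signal counts dimethyl H3K9 product captured on neutravidin plate; 0% = median of DMSO wells and 100% = 0.3 times that DMSO median; strong numbers were not always called active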
Target sequence (Q9H3R0 1-420 limits assumed): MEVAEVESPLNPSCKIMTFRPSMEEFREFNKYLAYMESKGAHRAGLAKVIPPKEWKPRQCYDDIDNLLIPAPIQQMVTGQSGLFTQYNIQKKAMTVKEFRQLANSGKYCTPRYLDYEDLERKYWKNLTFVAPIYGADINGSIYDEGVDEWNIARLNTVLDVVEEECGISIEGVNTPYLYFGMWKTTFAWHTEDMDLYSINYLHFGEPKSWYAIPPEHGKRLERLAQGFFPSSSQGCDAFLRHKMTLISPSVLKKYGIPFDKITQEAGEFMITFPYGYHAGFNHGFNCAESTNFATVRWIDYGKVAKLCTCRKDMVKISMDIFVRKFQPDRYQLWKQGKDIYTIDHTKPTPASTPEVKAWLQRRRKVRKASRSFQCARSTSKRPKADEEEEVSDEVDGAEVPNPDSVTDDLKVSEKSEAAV
PP1 inh = PP1-alpha phosphatase inhibitors, primary screen, counter-screen for PP5 inhibitor project, biochemical, fluorescence, OMFP substrate, single point | Serine/threonine-protein phosphatase PP1-alpha catalytic subunit (Homo sapiens), P62136 | purified PP1alpha | inhibition, % at 6.7 µM | 320,000 tested, 0.9% active;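 active = inhibition above the mean inhibition of all tested compounds plus 3 SD, computed separately for each screening campaign, cut at about 15% in these data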
Target sequence (P62136 whole entry, looked up): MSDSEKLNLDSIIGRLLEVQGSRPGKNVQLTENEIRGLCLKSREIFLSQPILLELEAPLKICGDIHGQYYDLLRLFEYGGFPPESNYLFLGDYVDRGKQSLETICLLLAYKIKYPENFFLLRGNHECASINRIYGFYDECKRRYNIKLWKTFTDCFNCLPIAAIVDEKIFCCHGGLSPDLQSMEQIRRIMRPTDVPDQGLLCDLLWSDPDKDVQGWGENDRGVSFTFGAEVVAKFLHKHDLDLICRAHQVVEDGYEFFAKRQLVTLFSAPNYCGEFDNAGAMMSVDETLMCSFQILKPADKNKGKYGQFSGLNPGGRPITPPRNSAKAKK
GRK2 inh = compounds blocking aptamer binding on GRK2 – biochemical, human GRK2, bead flow cytometry, HTS, primary screen; FAM-aptamer displacement from GRK2; inhibition of aptamer binding, % at 10 µM; 330,000 tested, 0.59% active; AID 488847, 2010;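 active = inhibition of aptamer binding above 40%, roughly 3 SD of noise, on plates passing a quality check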;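 also: median bead fluorescence of bound FAM aptamer so fluorescent compounds give negative values; no value below 0 was filed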
PP5 inh = PP5 phosphatase inhibitors, primary screen, biochemical, fluorescence | 320,000 tested, 0.18% active | inhibition, % at 6.7 µM | AID 1987, 2009 | purified PP5c, OMFP substrate fluorescence | Serine/threonine-protein phosphatase 5 (Homo sapiens), P53041;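 active = inhibition above the campaign's mean inhibition across all tested compounds plus 3 SD, cut at about 9.5% in these data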;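 also: 0% = DMSO only and 100% = 100 µM cantharidin control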
VLA-4 inh = inhibition in human VLA-4 binding assay, primary screen, VLA-4 allosteric modulator project, MLPCN library, flow cytometry, VLA-4 expressing cells; ligand binding flow cytometry; inhibition, % (about 7 µM as worked out from the volumes in the protocol); 330,000 tested, 0.2% active; in the data active = inhibition above about 50%
* = called active by the depositor; i = inactive; ? = inconclusive; . = no result given.

SMILES	proCasp3 act	HCV core dimer	Fh CTSL1 inh	procasp7 counter	GASC-1 inh	PP1 inh	GRK2 inh	PP5 inh	VLA-4 inh
O=C(CC(Nc1cccc(Cl)c1Cl)C(=O)O)c1ccccc1 (stereo not given)	-13	2	2	-42	-19	-3	0	-0.2	0
O=C(Nc1ccccc1Cl)c1cc(S(=O)(=O)N2CCOCC2)cs1	10	-1	0	-1	4	0	39	-2.2	11
COc1ccc(-n2nc(C(=O)NCC(=O)NCCCN3CCOCC3)c3ccccc3c2=O)cc1Cl	5	-3	0	7	9	3	0	4.7	5
Cc1cc(Nc2ccccc2)nc(NCc2ccccc2)n1	5	-8	0	-4	1	9	0	4.6	-2
C/C(=C\c1ccccc1)CN1CCN(C)CC1	8	2	3	0	7	2	0	-0.2	4
CN(Cc1ccccc1)Cc1nc2c([nH]1)c(=O)n(C)c(=O)n2C	2	-5	0	-8	-4	0	4	2.4	9
CC(=O)N1c2ccc(S(=O)(=O)N(C)c3cc(C)ccc3C)cc2CC1C (stereo not given)	-9	2	-2	-5	8	0	0	2.5	3
O=C(COc1ccccc1)Nc1ccc(CSc2ccccc2)cc1	1	6	12	8	6	0	0	-2.7	1
COc1ccc(NC(=O)CSCC(=O)Nc2nnc(C3CC3)s2)cc1	-3	-3	-4	3	-6	-2	0	-0.9	-1
CCn1ncc(Br)c1C(=O)Nc1ccc(C(=O)OC(C)C)cc1	-8	0	-5	-3	-14	-4	2	-0.3	6
CC(C)c1nnc(NC(=O)CCS(=O)(=O)Cc2ccccc2)s1	2	-2	0	5	4	-4	1	-4.0	-4
c1ccc(NCc2nnc3n2CCCCC3)cc1	5	1	0	3	9	-1	1	2.3	7
O=C(NCCOc1ccccc1Cl)c1ncn[nH]1	-8	3	11	-4	10	-6	0	0.4	-27
Cc1c(NC(=S)NC(=O)C(c2ccccc2)c2ccccc2)cccc1C(=O)O	3	3	0	10	4	3	1	0.7	4
CC(=O)Nc1cc[n+](C(C)C(=O)c2ccccc2)cc1 (stereo not given)	1	0	1	-1	20	-1	0	2.6	18
CC(C)Cc1cc(CN2CCC(CO)(Cc3cccc(C(F)(F)F)c3)CC2)[nH]n1	-2	-1	2	9	8	-1	1	0.8	19
CC(=O)C1=C(O)C(=O)N(CCCCCC(=O)O)C1c1ccc(N(C)C)cc1 (stereo not given)	-7	-5	-2	3	-13	2	0	1.5	6
O=C(c1ccccc1)N1CCN(S(=O)(=O)c2ccccc2)CC1	3	-2	0	-1	7	-2	0	2.3	5
COc1ccc(COc2cc(-c3cccc(OC)c3)nc3ccc(NC(=O)c4ccc(N(C)C)cc4)cc23)cc1	-1	8	3	-1	34	3	.	2.0	.
O=[N+]([O-])c1ccc(N2CCN(Cc3ccccc3)CC2)c(S(=O)(=O)N2CCOCC2)c1	1	1	0	2	-3	0	0	1.3	2

Entries of single compounds, quoted from the list.
CC(=O)C1=C(O)C(=O)N(CCCCCC(=O)O)C1c1ccc(N(C)C)cc1 (stereo not given) reads proCasp3 act = -7; HCV core dimer = -5; Fh CTSL1 inh = -2; procasp7 counter = 3; GASC-1 inh = -13; PP1 inh = 2; GRK2 inh = 0; PP5 inh = 1.5; VLA-4 inh = 6
O=C(COc1ccccc1)Nc1ccc(CSc2ccccc2)cc1 reads proCasp3 act = 1; HCV core dimer = 6; Fh CTSL1 inh = 12; procasp7 counter = 8; GASC-1 inh = 6; PP1 inh = 0; GRK2 inh = 0; PP5 inh = -2.7; VLA-4 inh = 1

(further entries)
SMILES	proCasp3 act	HCV core dimer	Fh CTSL1 inh	procasp7 counter	GASC-1 inh	PP1 inh	GRK2 inh	PP5 inh	VLA-4 inh
CCc1ccccc1OCCCN1CCCC1	1	-2	1	7	-13	4	0	-0.8	4
CC(=O)Nc1cccc(OCCCNS(=O)(=O)c2ccc(F)cc2)c1	-5	1	-3	5	0	-3	2	-1.3	2
O=C(COc1ccccc1[N+](=O)[O-])Nc1ccc2c(c1)CCC2	-1	.	.	7	.	-1	4	1.3	-21
CCOC(=O)Cc1c[nH]c(=S)[nH]c1=O	10	1	-2	-2	-32	-1	0	-1.9	11
CCOc1ccccc1NC(=O)C1CCCCN1S(=O)(=O)c1ccccc1 (stereo not given)	0	.	.	4	4	2	1	5.6	9
CCn1c(C(O)c2ccccc2)nc2ccccc21 (stereo not given)	-2	-6	-12	4	-6	-8	1	1.4	-1
C=CCn1c(=O)c2c(C)c(C)sc2n2c(Nc3ccccc3)nnc12	4	3	2	4	-5	2	2	3.4	18
O=c1cc(/N=C/c2coc3cc(Br)ccc3c2=O)[nH]c(=S)[nH]1	8	1	4	3	3	2	1	-1.1	2
O=C(CC(=O)Nc1ccc(Cl)cc1)N/N=C\c1cccc(F)c1	-3	2	0	4	-28	1	1	2.5	8
Cc1cc(=O)[nH]c2nnc(-c3ccc(Cl)cc3)n12	1	2	-1	4	9	-2	11	2.3	2
COc1ccc(C(=O)O)cc1F	2	-3	0	-1	20	0	0	0.8	1
O=C(Nc1ccc2oc(=O)ccc2c1)c1cc2ccccc2o1	3	-11	0	-2	14	2	0	0.7	-3
Cc1ccc(-c2nnc(N3CCCCC3)c3ccccc23)cc1S(=O)(=O)NCC1CCCO1 (stereo not given)	5	3	-1	10	4	2	2	2.2	-9
Cc1noc(C)c1-c1nc(CS(=O)(=O)c2ccccc2)no1	1	2	-1	16	?	-6	2	0.4	-5
O=C(c1nnc(-c2ccncc2)o1)c1ccccc1Cl	-3	7	-3	1	-1	1	1	4.3	2
COc1ccc(C2CC(C)(c3ccc(OC)cc3)Nc3ccccc3N2)cc1 (stereo not given)	-3	7	2	-10	-1	-3	2	0.1	7
Oc1ccc(C[C@@H]2CNC(=S)N2CCc2cc(C(F)(F)F)cc(C(F)(F)F)c2)cc1	-3	-17	4	-3	-2	-2	6	5.5	0
Cc1nc2cc(C(=O)OCC(=O)N(CC(C)C)C3CCS(=O)(=O)C3)ccc2n1-c1ccccc1 (stereo not given)	1	2	-2	-7	2	1	2	0.9	-8
N#CC1=C(N)N(c2ncn[nH]2)C2=C(C(=O)CCC2)C1c1ccc(F)cc1 (stereo not given)	2	-3	2	-2	-2	-2	4	-0.4	0
CCCCn1c(C(C)NC(=O)CC)nc2ccccc21 (stereo not given)	3	-2	-4	4	16	-5	1	0.7	3

7 entries drawn at random from the list so far, as already listed:
SMILES	proCasp3 act	HCV core dimer	Fh CTSL1 inh	procasp7 counter	GASC-1 inh	PP1 inh	GRK2 inh	PP5 inh	VLA-4 inh
C=CCn1c(=O)c2c(C)c(C)sc2n2c(Nc3ccccc3)nnc12	4	3	2	4	-5	2	2	3.4	18
O=C(COc1ccccc1[N+](=O)[O-])Nc1ccc2c(c1)CCC2	-1	.	.	7	.	-1	4	1.3	-21
CC(=O)Nc1cccc(OCCCNS(=O)(=O)c2ccc(F)cc2)c1	-5	1	-3	5	0	-3	2	-1.3	2
COc1ccc(C(=O)O)cc1F	2	-3	0	-1	20	0	0	0.8	1
N#CC1=C(N)N(c2ncn[nH]2)C2=C(C(=O)CCC2)C1c1ccc(F)cc1 (stereo not given)	2	-3	2	-2	-2	-2	4	-0.4	0
O=C(CC(=O)Nc1ccc(Cl)cc1)N/N=C\c1cccc(F)c1	-3	2	0	4	-28	1	1	2.5	8
CCOc1ccccc1NC(=O)C1CCCCN1S(=O)(=O)c1ccccc1 (stereo not given)	0	.	.	4	4	2	1	5.6	9

(next part)
SMILES	proCasp3 act	HCV core dimer	Fh CTSL1 inh	procasp7 counter	GASC-1 inh	PP1 inh	GRK2 inh	PP5 inh	VLA-4 inh
CN(C)CC(C)(C)CNC(=O)c1cc(=O)c2ccccc2o1	0	-3	0	-1	-5	-3	1	-0.7	7
COc1cc(-c2nnc(SCC(=O)N3c4ccccc4Sc4ccccc43)o2)cc(OC)c1OC	-4	19	4	0	-6	1	1	-0.4	-4
O=C(CCc1cnccn1)NC1CCCc2c1cnn2-c1ccc(F)cc1F (stereo not given)	-1	0	-3	16	7	-2	3	0.8	38
CC1CC(C)CN(CCCNC(=O)c2ccc(CS(=O)(=O)Cc3ccccc3F)o2)C1 (stereo not given)	-2	-7	0	6	-9	-1	0	-1.1	-4
CCN(CC)CCCN(Cc1cc2cc(OC)ccc2[nH]c1=O)C(=O)Nc1ccc(F)cc1	-5	-3	6	9	-9	2	0	2.6	-5
CCOCCCNc1nc2c(C)cccn2c(=O)c1/C=C1\SC(=S)N(C(C)CC)C1=O (stereo not given)	-4	4	-6	4	24	-5	0	-1.7	i
CC(=O)NC1C(Oc2ccccc2C)OC2COC(c3ccco3)OC2C1O (stereo not given)	-12	-3	3	-4	-5	-2	0	-1.3	7
COc1c(Cl)cnn(-c2ccccc2)c1=O	2	-8	-4	2	1	-5	1	-2.1	13
COc1ccccc1N1C(N)=NC(N)=NC1(C)C	12	3	-2	6	-5	-1	1	-0.4	20
CC1SCC(=O)N(CC(=O)Nc2ccc3c(c2)OCO3)C1=O (stereo not given)	-9	3	4	3	-1	-5	0	0.2	-11
CCOc1ccc(Cl)cc1CNCCCSc1nc(C)cc(C)n1	-4	0	3	-4	-5	-1	0	0.6	13
COc1cc2c(cc1OC)CN(C(=O)NS(=O)(=O)c1ccc(C)cc1)CC2	-1	-2	4	6	2	1	0	1.0	5
Cc1ccc(S(=O)(=O)ON2C(=O)c3ccccc3C2=O)c(C)c1	-14	3	12	9	6	-6	0	-0.7	31
Cc1ccc(Nc2nc(CSc3nnnn3-c3ccccc3)cs2)cc1	-8	8	6	12	2	5	1	8.9	-25

Some of the entries above in a different format.
Cc1ccc(-c2nnc(N3CCCCC3)c3ccccc23)cc1S(=O)(=O)NCC1CCCO1 (stereo not given)
- proCasp3 act: 5
- HCV core dimer: 3
- Fh CTSL1 inh: -1
- procasp7 counter: 10
- GASC-1 inh: 4
- PP1 inh: 2
- GRK2 inh: 2
- PP5 inh: 2.2
- VLA-4 inh: -9
Cc1noc(C)c1-c1nc(CS(=O)(=O)c2ccccc2)no1
- proCasp3 act: 1
- HCV core dimer: 2
- Fh CTSL1 inh: -1
- procasp7 counter: 16
- GASC-1 inh: ?
- PP1 inh: -6
- GRK2 inh: 2
- PP5 inh: 0.4
- VLA-4 inh: -5
